Mtb BioA inh = BioA (M. tuberculosis) enzyme inhibition; purified M. tuberculosis BioA enzyme, plate reader; inhibition, % at 9.99 µM; 0.096% of 360,000 active; AID 602481; in the data active = inhibition above about 40%; inconclusive = no clear call, values can overlap the other calls
MazF activator = MazEF (E. coli) toxin RNase activation | activation, % at 20 µM | 0.32% of 350,000 active | FAM/BHQ RNA-DNA oligo cleavage fluorescence, 5 h | P0AE70; in the data active = activation above about 50%
Target sequence (P0AE70 whole entry, looked up): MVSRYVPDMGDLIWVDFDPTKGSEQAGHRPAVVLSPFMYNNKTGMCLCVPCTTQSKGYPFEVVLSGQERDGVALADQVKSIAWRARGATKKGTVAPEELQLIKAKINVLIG
Rv3671c protease = inhibits the M. tuberculosis serine protease Rv3671c. P9WHR9. inhibition, % at 5.96 µM. AID 2606. 0.048% of 320,000 active; in the data active = inhibition above about 38%;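 also: extracellular domain of Rv3671c used as enzyme; 0% = enzyme with DMSO and 100% = no enzyme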
Target sequence (P9WHR9 whole entry, looked up, the tested form may be a part): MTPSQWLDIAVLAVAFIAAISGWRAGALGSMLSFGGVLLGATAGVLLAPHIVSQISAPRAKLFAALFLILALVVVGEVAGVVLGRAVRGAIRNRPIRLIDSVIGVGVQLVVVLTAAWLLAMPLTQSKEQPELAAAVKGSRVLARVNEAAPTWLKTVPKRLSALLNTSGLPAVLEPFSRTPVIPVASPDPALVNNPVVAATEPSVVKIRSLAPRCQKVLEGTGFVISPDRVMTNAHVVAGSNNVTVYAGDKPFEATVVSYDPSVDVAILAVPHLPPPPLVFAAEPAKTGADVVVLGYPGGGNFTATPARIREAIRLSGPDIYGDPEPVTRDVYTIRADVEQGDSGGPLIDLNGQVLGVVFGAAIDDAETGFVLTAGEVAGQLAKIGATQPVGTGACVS
UGM FP inh = Mtb UDP-galactopyranose mutase inhibition; purified UGM, fluorescence polarization probe displacement; 0.06% of 320,000 active; inhibition, % at 10 µM; P9WIQ1; in the data active = inhibition above about 10%, passing the limit was not always enough; inconclusive = no clear call, values can overlap the other calls
FadD28 FP inh = blocks FadD28 binding to the bisubstrate probe. fluorescence polarization. inhibition, % at 12.5 µM. 0.22% of 360,000 active. AID 588549; in the data active = inhibition above about 8.5%, passing the limit was not always enough; inconclusive = no clear call, values can overlap the other calls
GDH-TPI inh = counter-screen for M. tuberculosis FBA inhibitors: GDH-TPI coupled enzymes; GDH-TPI coupled enzyme counterscreen, NADH absorbance; inhibition, % at 4.8 µM; 1.2% of 360,000 active; AID 588335;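 also: 0% = DMSO wells and 100% = wells lacking the enzyme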
BoNT F protease = BoNT F light chain protease inhibition; inhibition, % at 10 µM; Multiplex microsphere protease cleavage assay, flow cytometry; 0.22% of 360,000 active; in the data active = inhibition above about 35%, passing the limit was not always enough; inconclusive = no clear call, values can overlap the other calls; also: plate controls were buffer without enzyme for full effect and enzyme alone for no effect
VHR inh abs = DUSP3 (human) phosphatase inhibition | P51452 | recombinant VHR phosphatase, pNPP absorbance | inhibition, % at 13.3 µM | 0.52% of 290,000 active | AID 1654; in the data active = inhibition above about 50%; also: some compounds called inactive have numbers as strong as hits
Target sequence (P51452 whole entry, looked up): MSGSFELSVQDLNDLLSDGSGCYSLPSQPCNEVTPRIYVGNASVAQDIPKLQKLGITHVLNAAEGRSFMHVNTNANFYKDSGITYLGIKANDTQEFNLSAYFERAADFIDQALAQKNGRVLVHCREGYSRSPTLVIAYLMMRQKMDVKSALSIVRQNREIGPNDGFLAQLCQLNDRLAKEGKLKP
FBA Mtb inh = inhibitors of M. tuberculosis fructose-bisphosphate aldolase; P9WQA3; purified M. tuberculosis FBA, fluorescence read-out; inhibition, % at 1 µM; 2.3% of 360,000 active; AID 588726; in the data active = inhibition above about 27%;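 also: 0% = vehicle and 100% = reference inhibitor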
Target sequence (P9WQA3 whole entry, looked up): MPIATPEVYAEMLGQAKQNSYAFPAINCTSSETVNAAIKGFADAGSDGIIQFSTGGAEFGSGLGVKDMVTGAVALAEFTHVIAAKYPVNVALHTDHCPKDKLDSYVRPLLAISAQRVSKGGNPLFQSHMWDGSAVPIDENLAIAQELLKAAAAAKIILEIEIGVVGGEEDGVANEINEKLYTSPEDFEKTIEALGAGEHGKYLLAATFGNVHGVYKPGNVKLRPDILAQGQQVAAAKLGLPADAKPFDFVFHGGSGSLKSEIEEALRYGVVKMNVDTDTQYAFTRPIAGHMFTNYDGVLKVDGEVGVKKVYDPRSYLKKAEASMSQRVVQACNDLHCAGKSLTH
CCHF vOTU inh = blocks the CCHF virus ovarian tumor domain protease | 0.55% of 370,000 active | CCHFV vOTU protease, Pep-AMC fluorescence | AID 651958 | inhibition, % at 11.5 µM; also: 0% = vehicle wells with enzyme and 100% = no enzyme wells
Starred values were filed as active, the others as inactive. Rule as the data show it, unless noted: active = inhibition above about 30%; inactive = the rest.

How did CCOCCCN(C)C1CCN(C(=O)c2oc3ccccc3c2NC(=O)Cc2ccc(F)cc2)CC1 do in these assays?
Mtb BioA inh: -0.2; MazF activator: -23; Rv3671c protease: -2; UGM FP inh: -2.7; FadD28 FP inh: -0.9; GDH-TPI inh: 5; BoNT F protease: 7; VHR inh abs: 7; FBA Mtb inh: -3; CCHF vOTU inh: -3

Results for O=C1CC(C(F)(F)C(F)(F)C(F)(F)C(F)(F)F)=Nc2ccccc2N1 ?
Mtb BioA inh: -9.0; MazF activator: -4; Rv3671c protease: -3; UGM FP inh: -0.6; FadD28 FP inh: -2.3; GDH-TPI inh: 2; BoNT F protease: 1; VHR inh abs: 28; FBA Mtb inh: -3; CCHF vOTU inh: 22

How did Cc1cccc(NS(=O)(=O)c2ccc(C)c(C(=O)NCc3ccccn3)c2)c1 do in these assays?
Mtb BioA inh: -1.2; MazF activator: 3; FadD28 FP inh: -1.4; GDH-TPI inh: 4; BoNT F protease: 2; FBA Mtb inh: -3; CCHF vOTU inh: 6

How did Cc1ccc(C(=O)CSC2=NC(N)=C(C#N)C3(CCCCC3)C2C(N)=O)cc1 (centres undefined) do in these assays?
Mtb BioA inh: -0.1; MazF activator: 5; Rv3671c protease: -14; UGM FP inh: 2.1; FadD28 FP inh: -3.8; GDH-TPI inh: 15; BoNT F protease: -1; VHR inh abs: 8; FBA Mtb inh: -5; CCHF vOTU inh: 4

Results for CC(CN1CCN(C)CC1)OC(=O)c1ccc(Cl)cc1 (centres undefined) ?
Mtb BioA inh: -0.2; MazF activator: -3; Rv3671c protease: 5; UGM FP inh: 1.1; FadD28 FP inh: -2.7; GDH-TPI inh: -8; BoNT F protease: -35; VHR inh abs: 28; FBA Mtb inh: -3; CCHF vOTU inh: 8

How did C/C(=N\NC(=O)CN(c1ccccc1Br)S(C)(=O)=O)c1ccc2c(c1)OCCO2 do in these assays?
MazF activator: 4; Rv3671c protease: 6; UGM FP inh: -1.4; FadD28 FP inh: -2.2; GDH-TPI inh: -4; BoNT F protease: 1; VHR inh abs: -1; FBA Mtb inh: 0; CCHF vOTU inh: -9

How did Cc1oncc1-c1csc(-c2ccccc2Cl)n1 do in these assays?
Mtb BioA inh: -1.1; MazF activator: 2; Rv3671c protease: -1; UGM FP inh: 0.8; FadD28 FP inh: -1.3; GDH-TPI inh: -3; BoNT F protease: -1; VHR inh abs: 14; FBA Mtb inh: -3; CCHF vOTU inh: -11

Results for CC(C)C(NC(=O)C(c1ccccc1)c1ccccc1)c1nc2ccccc2[nH]1 (centres undefined) ?
MazF activator: -8; Rv3671c protease: -7; UGM FP inh: -2.6; FadD28 FP inh: -2.6; GDH-TPI inh: -7; BoNT F protease: -8; VHR inh abs: -2; FBA Mtb inh: 4; CCHF vOTU inh: 2

Results for CNC(=O)COC(=O)c1c2c(nc3ccccc13)CCC2 ?
MazF activator: 3; Rv3671c protease: 3; UGM FP inh: -1.2; FadD28 FP inh: 1.3; GDH-TPI inh: 5; BoNT F protease: -6; VHR inh abs: -1; FBA Mtb inh: 7; CCHF vOTU inh: -11

What do the screens show for `Cc1nc2c3cnn(-c4ccc(C)c(C)c4)c3ncn2n1`?
MazF activator: 10; Rv3671c protease: -15; UGM FP inh: 0.1; FadD28 FP inh: -1.2; GDH-TPI inh: 7; BoNT F protease: 0; VHR inh abs: 17; FBA Mtb inh: 38*; CCHF vOTU inh: 10

Results for O=c1[nH]c(=S)n(C2CCCCC2)c(O)c1C=NCCN1CCOCC1 ?
Mtb BioA inh: 0.1; MazF activator: 8; Rv3671c protease: 0; UGM FP inh: 1.2; FadD28 FP inh: -4.2; GDH-TPI inh: 45*; VHR inh abs: 3; FBA Mtb inh: -7; CCHF vOTU inh: -2

Results for COCC[N+]1(C)CCCCC1 ?
Mtb BioA inh: -2.8; MazF activator: 0; Rv3671c protease: -11; UGM FP inh: -2.8; FadD28 FP inh: -1.5; GDH-TPI inh: -1; BoNT F protease: -8; VHR inh abs: 19; FBA Mtb inh: 0; CCHF vOTU inh: -13

Results for CN(C)c1ccc(-c2ccnc3c2CC(C)(C(=O)Nc2cccc(C(F)(F)F)c2)O3)cc1 (centres undefined) ?
Mtb BioA inh: 0.1; FadD28 FP inh: -1.1; GDH-TPI inh: 18; BoNT F protease: -2; FBA Mtb inh: 12; CCHF vOTU inh: 2

Results for COC(=O)c1ccc2c(c1C(=O)OC)CN(S(=O)(=O)C(C)(C)C)[C@H]2CCO ?
Mtb BioA inh: -2.5; MazF activator: -5; FadD28 FP inh: -1.0; GDH-TPI inh: 7; BoNT F protease: -5; FBA Mtb inh: -3; CCHF vOTU inh: 5

How did Cc1ccc(S(=O)(=O)Nc2cc(C)cn(Cc3ccc(F)cc3)c2=O)cc1 do in these assays?
Mtb BioA inh: -1.4; MazF activator: 2; Rv3671c protease: -1; UGM FP inh: 0.5; FadD28 FP inh: -0.7; GDH-TPI inh: 13; BoNT F protease: 6; VHR inh abs: 14; FBA Mtb inh: 2; CCHF vOTU inh: 19

Results for O=C(NCCCN1CCOCC1)c1ccccc1NS(=O)(=O)c1cc([N+](=O)[O-])ccc1Cl ?
MazF activator: -5; Rv3671c protease: 0; UGM FP inh: 0.3; FadD28 FP inh: 1.3; GDH-TPI inh: 6; BoNT F protease: 2; VHR inh abs: 0; FBA Mtb inh: -2; CCHF vOTU inh: -11

Results for O=C1CCC/C=C\C[C@@H](CC(=O)N(CCO)Cc2ccccc2)C(=O)NCCO1 ?
Mtb BioA inh: -0.6; MazF activator: 4; Rv3671c protease: -4; UGM FP inh: 2.3; FadD28 FP inh: -1.1; GDH-TPI inh: 7; BoNT F protease: 3; FBA Mtb inh: 5; CCHF vOTU inh: -7

How did Cc1ccccc1CN(C)C(C)C(=O)Nc1ccccc1F (centres undefined) do in these assays?
MazF activator: -11; Rv3671c protease: -4; UGM FP inh: 1.6; FadD28 FP inh: -2.8; GDH-TPI inh: -3; BoNT F protease: -4; VHR inh abs: 0; FBA Mtb inh: -1; CCHF vOTU inh: 4

What do the screens show for `CCOC(=O)C1CN(Cc2ccccc2)C(=O)C1=O` (centres undefined)?
Mtb BioA inh: 0.7; MazF activator: 5; FadD28 FP inh: -1.0; GDH-TPI inh: 5; BoNT F protease: 3; FBA Mtb inh: 1; CCHF vOTU inh: 12

Results for C[C@@H]1CN([C@H](C)CO)S(=O)(=O)c2ccc(Br)cc2O[C@H]1CN(C)C(=O)Nc1cccc(F)c1 ?
Mtb BioA inh: 8.9; MazF activator: 5; FadD28 FP inh: -2.4; GDH-TPI inh: 0; BoNT F protease: -4; FBA Mtb inh: 2; CCHF vOTU inh: 4

How did O=C(/C=C/c1ccc(Cl)cc1)N(Cc1ccccc1)C1CCS(=O)(=O)C1 (centres undefined) do in these assays?
MazF activator: 3; Rv3671c protease: -3; UGM FP inh: -0.3; FadD28 FP inh: 2.3; GDH-TPI inh: -1; BoNT F protease: 0; VHR inh abs: 7; FBA Mtb inh: 5; CCHF vOTU inh: 4

What do the screens show for `Cc1[nH]cnc1C(=O)N/N=C/c1c(Cl)cccc1Cl`?
MazF activator: 5; Rv3671c protease: 4; UGM FP inh: -3.8; FadD28 FP inh: -1.1; GDH-TPI inh: 2; BoNT F protease: -9; VHR inh abs: 24; FBA Mtb inh: 2; CCHF vOTU inh: -2

Results for N#CCCn1cc(C(=O)Nc2cccc(C(=O)O)c2)c(-c2ccc(Cl)cc2)n1 ?
Mtb BioA inh: -0.6; MazF activator: 2; Rv3671c protease: 0; UGM FP inh: 1.3; FadD28 FP inh: 0.0; GDH-TPI inh: 2; BoNT F protease: inconclusive; VHR inh abs: 1; FBA Mtb inh: 1; CCHF vOTU inh: 1

How did COC(=O)c1c(-c2ccc(C)cc2)csc1NC(=O)Cc1ccc(OC)c(OC)c1 do in these assays?
MazF activator: -5; FadD28 FP inh: -2.5; GDH-TPI inh: 9; BoNT F protease: 1; VHR inh abs: 12; FBA Mtb inh: 2; CCHF vOTU inh: 6

What do the screens show for `Cc1cc2oc(=O)c3c(c2cc1OCc1nn[nH]n1)CCCC3`?
Mtb BioA inh: -0.2; MazF activator: -1; Rv3671c protease: -8; UGM FP inh: 3.6; FadD28 FP inh: -5.1; GDH-TPI inh: 14; BoNT F protease: -5; VHR inh abs: 7; FBA Mtb inh: 15; CCHF vOTU inh: -5

What do the screens show for `COC(=O)c1cccc(Cn2c(Cl)c(/C=N/NC(=O)c3ccco3)sc2=O)c1`?
MazF activator: 12; Rv3671c protease: -6; UGM FP inh: -0.7; FadD28 FP inh: 0.1; GDH-TPI inh: 35*; BoNT F protease: 1; VHR inh abs: -4; FBA Mtb inh: -2; CCHF vOTU inh: 20

Results for Cc1cc(S(=O)(=O)Nc2ccc(C(=O)NCC(C)(C)N3CCOCC3)cc2)ccc1F ?
Mtb BioA inh: -0.7; MazF activator: 5; Rv3671c protease: -6; UGM FP inh: 0.9; FadD28 FP inh: 0.3; GDH-TPI inh: 9; BoNT F protease: -3; VHR inh abs: -2; FBA Mtb inh: -1; CCHF vOTU inh: 18

How did Cc1c(Br)c([N+](=O)[O-])nn1CC(=O)Nc1ccc(Cc2ccncc2)cc1 do in these assays?
MazF activator: -2; Rv3671c protease: -2; UGM FP inh: 0.7; FadD28 FP inh: -4.6; GDH-TPI inh: 7; BoNT F protease: -7; VHR inh abs: 45; FBA Mtb inh: 0; CCHF vOTU inh: 6

Results for COc1cccc(CC(=O)N2CCN(c3ccccc3[N+](=O)[O-])CC2)c1 ?
Mtb BioA inh: -3.2; MazF activator: 0; Rv3671c protease: 5; UGM FP inh: 0.0; FadD28 FP inh: -1.3; GDH-TPI inh: 1; BoNT F protease: -5; VHR inh abs: 26; FBA Mtb inh: 2; CCHF vOTU inh: -5

Results for CC1(C(=O)NCC2CC2)Cc2c(-c3ccccc3)ccnc2O1 (centres undefined) ?
Mtb BioA inh: 3.6; FadD28 FP inh: 0.8; GDH-TPI inh: -6; BoNT F protease: -1; FBA Mtb inh: 0; CCHF vOTU inh: 11

Results for Cc1ccc(C(=O)OCCc2c(C)[nH]n(-c3ccccc3)c2=O)cc1 ?
Mtb BioA inh: 1.5; MazF activator: 2; Rv3671c protease: 1; UGM FP inh: -1.0; FadD28 FP inh: 1.0; GDH-TPI inh: 7; BoNT F protease: 5; VHR inh abs: 25; FBA Mtb inh: 3; CCHF vOTU inh: -5

4 entries from above, ordered by length of the SMILES, rising:
What do the screens show for `Cc1[nH]cnc1C(=O)N/N=C/c1c(Cl)cccc1Cl`?
MazF activator: 5; Rv3671c protease: 4; UGM FP inh: -3.8; FadD28 FP inh: -1.1; GDH-TPI inh: 2; BoNT F protease: -9; VHR inh abs: 24; FBA Mtb inh: 2; CCHF vOTU inh: -2

Results for COc1cccc(CC(=O)N2CCN(c3ccccc3[N+](=O)[O-])CC2)c1 ?
Mtb BioA inh: -3.2; MazF activator: 0; Rv3671c protease: 5; UGM FP inh: 0.0; FadD28 FP inh: -1.3; GDH-TPI inh: 1; BoNT F protease: -5; VHR inh abs: 26; FBA Mtb inh: 2; CCHF vOTU inh: -5

Results for N#CCCn1cc(C(=O)Nc2cccc(C(=O)O)c2)c(-c2ccc(Cl)cc2)n1 ?
Mtb BioA inh: -0.6; MazF activator: 2; Rv3671c protease: 0; UGM FP inh: 1.3; FadD28 FP inh: 0.0; GDH-TPI inh: 2; BoNT F protease: inconclusive; VHR inh abs: 1; FBA Mtb inh: 1; CCHF vOTU inh: 1

Results for Cc1cc(S(=O)(=O)Nc2ccc(C(=O)NCC(C)(C)N3CCOCC3)cc2)ccc1F ?
Mtb BioA inh: -0.7; MazF activator: 5; Rv3671c protease: -6; UGM FP inh: 0.9; FadD28 FP inh: 0.3; GDH-TPI inh: 9; BoNT F protease: -3; VHR inh abs: -2; FBA Mtb inh: -1; CCHF vOTU inh: 18

Screens (PubChem)

Rows are unselected; 4.9% or so of the library scored in one or more.
